TPT1 inhibitor: Candida albicans TPT1 enzyme inhibitors, primary screen, biochemical, fluorescence polarization; tRNA 2'-phosphotransferase TPT1 (Candida albicans SC5314); recombinant caTPT1, FP RNA substrate dephosphorylation; inhibition, % at 5 µM; actives 0.81% (n = 300,000); AID 1962, 2009;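 active = inhibition above the mean of all tested compounds plus 3 SD, set per screening campaign, cut at about 24% in these data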;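 note: plate controls were DMSO alone for no effect and ferristatin control at 100 nM for full effect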
PREPL inhibitor: PREPL enzyme inhibitors, primary screen, biochemical, fluorescence polarization; actives 0.68% (n = 320,000); AID 2751, 2010; inhibition, % at 5.96 µM; recombinant PREPL, fluorescence polarization activity-based probe; in the data active = inhibition above about 43%;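 note: 0% = enzyme with DMSO and 100% = wells lacking enzyme; many of its hits are not listed in these tables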
Target sequence (Q4J6C6 whole entry, looked up): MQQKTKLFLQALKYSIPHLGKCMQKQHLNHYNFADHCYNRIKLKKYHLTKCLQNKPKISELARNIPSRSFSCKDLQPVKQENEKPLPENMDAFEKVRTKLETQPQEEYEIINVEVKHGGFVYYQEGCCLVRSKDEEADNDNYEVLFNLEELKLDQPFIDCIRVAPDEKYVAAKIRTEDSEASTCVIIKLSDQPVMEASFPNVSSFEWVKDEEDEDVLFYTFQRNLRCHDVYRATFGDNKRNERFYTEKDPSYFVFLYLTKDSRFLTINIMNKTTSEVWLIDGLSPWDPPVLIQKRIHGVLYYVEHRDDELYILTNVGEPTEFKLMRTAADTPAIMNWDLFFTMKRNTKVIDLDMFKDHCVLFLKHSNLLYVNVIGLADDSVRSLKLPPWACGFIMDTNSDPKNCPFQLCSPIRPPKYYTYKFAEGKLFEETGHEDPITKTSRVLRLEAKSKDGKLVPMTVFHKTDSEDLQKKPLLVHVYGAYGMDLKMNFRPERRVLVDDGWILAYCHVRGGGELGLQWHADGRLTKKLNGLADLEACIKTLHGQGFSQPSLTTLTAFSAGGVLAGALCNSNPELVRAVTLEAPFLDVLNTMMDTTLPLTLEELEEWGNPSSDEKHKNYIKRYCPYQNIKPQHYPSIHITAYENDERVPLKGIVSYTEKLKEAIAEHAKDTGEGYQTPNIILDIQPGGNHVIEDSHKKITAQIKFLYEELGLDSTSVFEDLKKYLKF
ZTA DNA inh: ZTA (EBV) inhibition in EBNA-1 counter-screen. P03206. ZTA-DNA binding, fluorescence polarization. inhibition, % at 11 µM. actives 0.15% (n = 320,000). AID 2234; in the data active = inhibition above about 33%
PP1 inh: PP1-alpha phosphatase inhibitors, primary screen, counter-screen for PP5 inhibitor project, biochemical, fluorescence, OMFP substrate, single point. inhibition, % at 6.7 µM. AID 2235, 2010. actives 0.9% (n = 320,000). purified PP1alpha;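 active = inhibition above the mean inhibition of all tested compounds plus 3 SD, computed separately for each screening campaign, cut at about 15% in these data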
Target sequence (P62136 whole entry, looked up): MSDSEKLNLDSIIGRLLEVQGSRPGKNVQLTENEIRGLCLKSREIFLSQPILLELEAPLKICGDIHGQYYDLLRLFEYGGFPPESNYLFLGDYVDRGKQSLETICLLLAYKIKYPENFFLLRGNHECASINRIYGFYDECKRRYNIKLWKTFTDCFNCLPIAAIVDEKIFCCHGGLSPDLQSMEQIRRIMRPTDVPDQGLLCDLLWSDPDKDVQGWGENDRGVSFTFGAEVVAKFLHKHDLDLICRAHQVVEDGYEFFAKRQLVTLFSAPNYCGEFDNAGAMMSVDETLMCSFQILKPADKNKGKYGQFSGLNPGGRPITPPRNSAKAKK
Fh CTSL1 inh: Fasciola hepatica cathepsin L1 inhibitors, primary screen, counter-screen for PFM18AAP inhibitor project, biochemical, QFRET, fluorogenic peptide substrate; recombinant F. hepatica cathepsin L1, Z-Leu-Arg-MCA fluorescence; inhibition, % at 5.96 µM; actives 0.49% (n = 300,000);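 active = inhibition above the mean of all tested compounds plus 3 SD, set per screening campaign, cut at about 17% in these data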;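 note: 0% = plate median of test compound wells and 100% = 1 µM Z-Phe-Ala-diazomethylketone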
EBNA-1 inh: EBNA-1 DNA-binding inhibitors, primary screen, biochemical, fluorescence polarization; AID 1950, 2009; inhibition, % at 14.8 µM; actives 0.34% (n = 300,000); in the data active = inhibition above about 28%
PP5 primary: PP5 phosphatase inhibitors, primary screen, biochemical, fluorescence. actives 0.18% (n = 320,000). Serine/threonine-protein phosphatase 5 (Homo sapiens), P53041. inhibition, % at 6.7 µM. purified PP5c, OMFP substrate fluorescence;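 active = inhibition above the campaign's mean inhibition across all tested compounds plus 3 SD, cut at about 9.5% in these data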;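 note: 0% = DMSO only and 100% = 100 µM cantharidin control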
HCV core dimer: inhibitors of HCV core protein dimerization, primary screen, biochemical, TR-FRET, high-throughput | TR-FRET GST/Flag-core106 dimerization, 1536-well | inhibition, % at 5 µM | actives 0.33% (n = 300,000);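 active = inhibition above the mean of all tested compounds plus 3 SD, set per screening campaign, cut at about 45% in these data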
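Test system: GST/Flag-tagged HCV core106 proteins; Medium: KF-containing HEPES buffer, pH 7.45, DTT, CHAPS, BSA; Times: compound-protein-antibody incubation 4 h at 22.5 °C; Detection: TR-FRET 671 and 617 nm emission; Benchmarks: wells lacking GST-core106 and wells with excess unlabelled core106.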
Efflux pump inh: inhibitors of Candida efflux pumps in yeast, primary screen, S. cerevisiae, Nile Red, multiplex; inhibition, % at 10 µM; actives 0.44% (n = 330,000); AID 485275, 2010; S. cerevisiae Candida pump triplex;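 active = plate passing quality check with inhibition over a set limit, or well fluorescence over plate mean plus 4 SD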;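 note: Nile Red retained in pooled yeast measured as flow cytometry median fluorescence; 0% = buffer negative control and 100% = Enniatin B positive control; higher means more Nile Red kept so more efflux inhibition; some compounds called inactive have numbers as strong as hits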
* hit, by the source's call; / = no result given.

entry | Molecule | TPT1 inhibitor | PREPL inhibitor | ZTA DNA inh | PP1 inh | Fh CTSL1 inh | EBNA-1 inh | PP5 primary | HCV core dimer | Efflux pump inh
1 | COC(=O)C(Cc1cnc(Cl)s1)(C(=O)OC)c1ccc(C(F)(F)F)cc1[N+](=O)[O-] | -1 | 6 | 4 | 4 | -3 | -5 | 0.8 | 2 | -0.1
2 | CCOc1ncccc1C(=O)NCCN1C(=O)S/C(=C/c2cccs2)C1=O | 2 | -3 | 7 | 3 | 8 | -10 | 1.9 | 6 | 0.0
3 | CCCc1[nH]nc2c1C(c1cn[nH]c1-c1ccc(F)cc1)C(C#N)=C(N)O2 (centres undefined) | 4 | -10 | 4 | 3 | 1 | 4 | 2.3 | -7 | -0.3
4 | Cc1ccc(F)c(NC(=O)c2cncn2-c2ccccc2)c1 | 1 | -5 | -8 | -3 | -1 | -12 | 0.1 | 1 | 0.0
5 | COc1ccc(C)cc1-n1c(N)c(C#N)c(C#N)c1-c1ccc(OC)c(OC)c1OC | 1 | 13 | 9 | 0 | 0 | 3 | 1.0 | 4 | 0.0
6 | O=S(=O)(NC1CCCCC1)c1ccc(F)c2ccccc12 | 1 | -6 | -1 | 3 | 4 | -13 | 2.7 | 0 | -0.1
7 | CC(=O)c1cccc(NC(=O)c2cnccn2)c1 | -1 | 6 | 8 | -1 | 4 | -2 | -1.2 | -15 | -0.1
8 | CCOCCCNC(=O)/C(C#N)=C/c1ccc(Cl)c([N+](=O)[O-])c1 | 1 | 10 | -7 | 1 | 1 | -5 | -1.0 | -3 | 0.1
9 | CCOC(=O)c1c(NC(=O)COC)sc(C(C)=O)c1C | -2 | -1 | -13 | -3 | 0 | -6 | 2.3 | 2 | 0.0
10 | COC(=O)C1=C(C)NC(C)=C(C(=O)OC)C1c1ccco1 | -2 | 4 | -11 | -1 | 1 | -1 | -0.7 | -3 | -0.2
11 | COc1ccc(C(=O)OCC(=O)Nc2c(C)n(C)n(-c3ccccc3)c2=O)cc1OC | / | 13 | 5 | -4 | / | / | 1.7 | / | -0.1
12 | CC1(C)CC(=O)C(C=NCC(N)=O)=C(O)C1 | -2 | 4 | 17 | -3 | -2 | -8 | 0.0 | -1 | -0.1
13 | CCOC(=O)c1cc(C(C)(C)C)oc1CN | 0 | 0 | 6 | -1 | 2 | -4 | 2.1 | 8 | 0.0
14 | CCOC(=O)c1c(C)n(C)c2ccc(OC)c([N+](=O)[O-])c12 | 0 | 6 | 5 | -1 | 1 | 7 | -1.2 | -2 | 0.0
15 | CC(=O)c1cccc(NC(=O)Nc2ccc(C(=O)N3CCCC3)cc2)c1 | 3 | 16 | -24 | -5 | 2 | -6 | 1.7 | 0 | -0.2
16 | CC1(c2nnc(Cc3ccccc3)o2)CC(c2ccccc2)=NO1 (centres undefined) | -1 | -11 | 6 | -2 | 2 | 4 | 2.6 | -12 | 0.0
17 | COc1ccc(Cl)cc1NC(=O)CN(C)C(=O)CN1C(=O)NC(C)(C)C1=O | / | 0 | 2 | -4 | / | / | -1.6 | / | 0.1
18 | Cc1ccc(CNC(=O)C2CCN(c3nn4c(=O)cc(C)nc4s3)CC2)cc1 | 2 | 26 | 9 | -3 | 0 | -2 | 1.3 | 7 | 0.1
19 | COc1ccc(CCNC(=O)Cc2ccc(NC3=NC4CS(=O)(=O)CC4S3)cc2)c(OC)c1 (centres undefined) | -1 | 8 | 9 | 0 | 2 | -7 | 2.0 | 2 | 0.0
20 | O=c1[nH]cc(-c2ccc(Br)cc2)n1Cc1ccccc1 | 1 | 19 | -6 | 0 | 1 | 3 | -1.7 | 1 | -2.4
21 | Brc1cnc2nc(SCc3nc4ccccc4[nH]3)[nH]c2c1 | 0 | -5 | -3 | -1 | -1 | 7 | 1.7 | 5 | 0.0
22 | O=C(CSc1nnc(-c2ccc(Cl)cc2)n1-c1ccccc1)N/N=C/c1ccccc1C(=O)O | 2 | 18 | -8 | -1 | 0 | -14 | -0.1 | 16 | 0.4
23 | O=C(NC1CCCCC1)N(Cc1cc2cc3c(cc2[nH]c1=O)OCCO3)CC1CCCO1 (centres undefined) | 3 | 2 | -6 | 0 | 2 | -2 | 1.5 | -1 | 0.0
24 | O=S(=O)(NCc1ccccc1)c1cccc(S(=O)(=O)N2CCOCC2)c1 | 1 | 17 | 6 | -6 | 0 | 0 | 3.4 | 2 | 0.2
25 | O=C(/C=C/NNC(=O)c1ccccc1O)c1ccccc1 | 2 | 14 | -16 | 2 | 1 | -4 | 3.3 | -11 | -0.1
26 | Cc1nc2c3ccccc3nc(NNC(=O)CCC(=O)NC(C)C)n2n1 | -2 | -3 | 0 | 3 | -1 | 1 | 1.5 | 2 | -0.3
27 | CC(=O)Nc1ccc(NC(=O)Cn2cc3c(n2)CCCC3)cc1 | -5 | 5 | 3 | -1 | -3 | -7 | 0.8 | -1 | 0.1
28 | Cc1noc(C)c1-c1nnc(-c2ccc(OC(F)(F)F)cc2)o1 | -2 | -8 | -7 | 0 | -2 | -9 | 1.8 | 5 | 0.2
29 | O=c1c2c(nc3nc(COc4ccccc4)[nH]n13)CCC2 | 1 | 1 | -2 | 0 | 2 | 0 | -1.1 | -4 | 0.0
30 | O=C(CNC(=O)c1cccc(F)c1)N/N=C/c1cccs1 | -2 | 9 | -1 | 3 | 8 | -7 | -8.5 | 7 | -0.1
31 | O=C(O)c1ccc2c(c1)C(=O)N(c1ccccc1-c1ccccc1)C2=O | -1 | -5 | -2 | 2 | 0 | -4 | -2.2 | 1 | 0.0
32 | CCn1c(SCc2nc3scc(-c4ccccc4)c3c(=O)[nH]2)nnc1-c1cccs1 | 10 | -4 | -10 | 9 | -2 | 0 | 2.7 | 29 | -0.1
33 | CCC(NC(=O)c1cccc(Cn2cc([N+](=O)[O-])cn2)c1)c1ccc(C(C)C)cc1 (centres undefined) | -7 | 21 | -5 | -2 | 5 | -2 | 3.8 | -1 | 0.1
34 | Cc1ccc(O)c(CNc2ccccn2)c1 | -4 | -8 | -25 | 1 | -2 | 5 | 0.9 | -8 | 0.0
35 | N#Cc1c(N)oc(-c2ccccc2)c1-c1ccccc1 | 5 | -8 | -13 | -4 | -1 | -12 | 2.6 | -6 | 0.1
36 | CN(CC(=O)N1CCC(C(N)=O)CC1)S(=O)(=O)c1ccc2ccccc2c1 | -6 | 8 | -11 | -3 | -4 | -15 | 1.4 | -7 | -0.1
37 | Cc1cc2c(cc(C(=O)OCC(=O)NCc3cccs3)n2C(C)C)o1 | 1 | -3 | -18 | 2 | -5 | 0 | 5.3 | -1 | -0.3
38 | CCN(CC)c1ccc(CN(C(=O)c2cccs2)C2CCS(=O)(=O)C2)cc1 (centres undefined) | -1 | 12 | 14 | 4 | -1 | 3 | 1.8 | -4 | -0.2
39 | CN(c1ccccc1C(=O)Nc1cccc(Br)c1)S(=O)(=O)c1ccccc1 | 0 | 5 | -14 | 0 | -4 | 0 | 4.3 | 9 | 0.3
40 | CN(C)S(=O)(=O)N1CCN(C(=O)c2cccs2)CC1 | -5 | 6 | -5 | -6 | 1 | 8 | -1.3 | -2 | 0.1
41 | O=C(CCC(=O)N1CCOc2ccccc21)NCCCN1CCOCC1 | 0 | 0 | 11 | -9 | -2 | 2 | 2.9 | -16 | 0.1
42 | O=C(Nc1nnc(S(=O)(=O)N2CCCCCC2)s1)c1ccccc1F | 0 | -1 | 1 | -2 | -3 | 12 | -0.2 | 7 | -0.2
43 | CCC(=O)N(CC(=O)Nc1sc(C)c(C)c1C(N)=O)Cc1ccc(F)cc1 | 0 | 0 | -24 | 2 | -1 | -3 | -0.9 | 4 | 0.1
44 | C/C=C/c1ccc(OCC(O)CNCCc2ccc(OC)cc2)c(OC)c1 (centres undefined) | 3 | -6 | 1 | -1 | 1 | 1 | -1.9 | -6 | -0.1
45 | COc1ccc(OC)c(S(=O)(=O)Nc2cc(OC)c(Cl)cc2OC)c1 | 0 | -3 | -4 | -4 | 2 | -8 | -0.7 | 7 | 0.0
46 | O=C(NCCO)C(F)(F)C(F)(F)C(F)(F)OC(F)(C(=O)NCCO)C(F)(F)F (centres undefined) | -2 | 11 | -1 | -6 | 1 | 1 | 1.2 | 1 | 0.1
47 | Cc1cc(C(=O)CN2C(=O)C(=O)N(C3CCCC3)C2=O)c(C)n1CCc1ccc(F)cc1 | / | 14 | -1 | 18* | / | / | 0.2 | / | 0.1
48 | O=c1[nH]c2ccccc2c(O)c1O | -1 | -4 | 0 | 3 | -1 | 8 | 0.4 | -13 | 0.1

Rewritten with one line to a screen: 3 of the compounds above.
3. CCCc1[nH]nc2c1C(c1cn[nH]c1-c1ccc(F)cc1)C(C#N)=C(N)O2 (centres undefined)
4. Cc1ccc(F)c(NC(=O)c2cncn2-c2ccccc2)c1
5. COc1ccc(C)cc1-n1c(N)c(C#N)c(C#N)c1-c1ccc(OC)c(OC)c1OC
compound no.	3	4	5
TPT1 inhibitor	4	1	1
PREPL inhibitor	-10	-5	13
ZTA DNA inh	4	-8	9
PP1 inh	3	-3	0
Fh CTSL1 inh	1	-1	0
EBNA-1 inh	4	-12	3
PP5 primary	2.3	0.1	1.0
HCV core dimer	-7	1	4
Efflux pump inh	-0.3	0.0	0.0

Next compounds.
entry | Molecule | TPT1 inhibitor | PREPL inhibitor | ZTA DNA inh | PP1 inh | Fh CTSL1 inh | EBNA-1 inh | PP5 primary | HCV core dimer | Efflux pump inh
49 | C/C(=N\NC(=O)c1cc(C(C)C)[nH]n1)c1ccncc1 | 1 | 19 | -10 | 6 | 4 | -7 | -1.7 | -2 | -0.1
50 | CCOC(=O)C1CCN(C(=O)CSCCSCC(=O)N2CCC(C(=O)OCC)CC2)CC1 | 2 | -1 | 6 | -2 | -1 | 1 | 3.2 | 1 | 0.1
51 | Cc1cccc(NC(=O)CNC(=O)COC(=O)c2ccc(C(C)(C)C)cc2)c1C | / | 19 | -8 | 1 | / | / | 5.2 | / | 0.1
52 | O=C(Nc1nncs1)c1cccc(S(=O)(=O)N2CCCCC2)c1 | 0 | 4 | 7 | -1 | 1 | 6 | 0.3 | 4 | 0.0
53 | CC1(C)CC(=O)C2=C(C1)N(CC1CCCO1)C(=O)NC2(C(F)(F)F)C(F)(F)F (centres undefined) | 0 | 2 | 5 | -6 | 1 | 0 | -2.5 | -4 | 0.3
54 | COc1cc(NS(=O)(=O)c2ccc(NS(=O)(=O)c3ccc(C)cc3)cc2)nc(OC)n1 | -6 | -4 | -3 | 0 | 3 | 5 | -1.1 | 1 | 0.0
55 | CCOC(=O)C1CCN(C(=O)C(C)Sc2ccc(Cl)cc2)CC1 (centres undefined) | 3 | 9 | -5 | -6 | 5 | -11 | 3.1 | 6 | 0.3
56 | COc1ccccc1CNC(=O)c1ccc(NS(=O)(=O)c2c(C)noc2C)cc1 | -4 | 3 | 0 | 0 | 1 | 2 | 1.3 | -1 | 0.0
57 | CC1(C)CC(NC(=O)c2ccc(Cl)cc2)CC(C)(C)N1 | 1 | -4 | 1 | -2 | -1 | 11 | 0.5 | 1 | 0.0
58 | CCCOc1ccc(/C=C/C(=O)N2CCOCC2)cc1 | -8 | -1 | 5 | -2 | 5 | 3 | -0.3 | -6 | 0.0
59 | Cc1cc(Cl)ccc1NC(=S)NCCCO | -1 | -1 | -12 | 3 | -3 | -7 | 0.9 | -11 | -0.2
60 | O=C(Cc1cccs1)NCc1cccc(F)c1 | 0 | -5 | 0 | 0 | -13 | 11 | -1.1 | -8 | 0.6

Not all compounds are listed (hit frequency here may not be typical).
